aDG glyco act – increases alpha dystroglycan glycosylation | Pro5-aDG cells, alpha-DG glycosylation AlphaScreen (IIH6); 0% Pro5, 100% B10-LARGE cell signal | activation, % at 10 µM | 360,000 tested, 0.22% active;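 active = activation of at least 8% versus controls, or a plate z-score of at least 8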;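 also: Pro5 are CHO cells carrying HIG-tagged alpha-DG that lacks glycosylation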
HIF-2a inh – inhibitors of HIF-2a | 786-0 RCC cells HIF-2a reporter, luciferase luminescence, overnight | inhibition, % at 18.8 µM | 360,000 tested, 0.72% active;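 active = inhibition of the luminescence signal of 40% or more relative to plate controls, in a single-dose primary screen at 18.75 µM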
CaV13 ICDI inh – Disruptors of the CACNA1D IQ motif to Ca2+-dependent inactivation inhibitor domain association, primary screening, Förster resonance energy transfer in intact living …. HEK cells, CFP/YFP FRET ICDI-IQ, plate reader, 10 min; percent FRET-ratio fall versus neutral wells. inhibition, % at 12.3 µM. 340,000 tested, 0.098% active. AID 743397;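 active = mean replicate inhibition of at least 30% and at least 1% of replicates passing that level; inconclusive = only one of the two criteria is met; inactive = neither criterion is met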;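 also: 0% = median of the neutral control wells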
Granule exo inh – blocks lytic granule exocytosis. TALL-104 LAMP-1 surface exposure, flow cytometry; cells stimulated with thapsigargin and PMA. inhibition, % at 10 µM. 360,000 tested, 0.66% active. AID 651702;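 active = inhibition above about 55%, limit read from the data; inconclusive = no clear call, values can overlap the other calls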
Vif inh – blocks HIV Vif function; 340,000 tested, 0.35% active; HEK293T cells, Vif self-association by quenched fluorescence, imaging, 24 h; inhibition, % at 7.49 µM; in the data active = inhibition above about 50%, passing the limit was not always enough; inconclusive = no clear call, values can overlap the other calls; inactive = below about 31%; also: some results filed as inactive read as strong as hits
TRPM1 prom inh – reduces MITF-dependent TRPM1 promoter luciferase signal | inhibition, % at 12.5 µM | 330,000 tested, 0.83% active | SK-MEL-5 TRPM1 promoter luciferase, 24 h;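 active = mean inhibition across replicates of 60% or more, whatever share of single replicates reaches that level; inconclusive = some that reach 60%, reason not given; inactive = mean inhibition across replicates below 60%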; also: values of inactives mirror those of a sister screen read the other way
Peg3 prom inh – Peg3 promoter activity inhibition | HeLa PEG-Prom luciferase reporter, luminescence, overnight | inhibition, % at 20 µM | 360,000 tested, 1.7% active | AID 588405;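 active = inhibition of at least 50% at 20 µM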
hiPSC survival – enhancers of human iPSC single-cell survival; hiPSC single-cell survival, ATPlite luminescence; 100% = ROCK inhibitor wells, 0% = DMSO; survival enhancement, % at 20 µM; 360,000 tested, 0.044% active; AID 602274; in the data active = survival enhancement above about 18%;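 also: cells exposed to compounds for 16 hours before the ATP read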
NR2E3 ag-1 – human photoreceptor-specific nuclear receptor agonism; Q9Y5X4; CHO-S Gal4-NCOR/VP16-NR2E3 two-hybrid, luciferase; inhibition of corepressor binding, % at 3.98 µM; 360,000 tested, 0.35% active; AID 602229;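 active = inhibition above the mean of all tested compounds plus 3 SD, cut at about 70% in these data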;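 also: 0% = DMSO with NR2E3 transfected cells and 100% = cells lacking NR2E3 construct; higher means lower luciferase signal from less NR2E3 corepressor binding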
Target sequence (Q9Y5X4 whole entry, looked up, the tested form may be a part): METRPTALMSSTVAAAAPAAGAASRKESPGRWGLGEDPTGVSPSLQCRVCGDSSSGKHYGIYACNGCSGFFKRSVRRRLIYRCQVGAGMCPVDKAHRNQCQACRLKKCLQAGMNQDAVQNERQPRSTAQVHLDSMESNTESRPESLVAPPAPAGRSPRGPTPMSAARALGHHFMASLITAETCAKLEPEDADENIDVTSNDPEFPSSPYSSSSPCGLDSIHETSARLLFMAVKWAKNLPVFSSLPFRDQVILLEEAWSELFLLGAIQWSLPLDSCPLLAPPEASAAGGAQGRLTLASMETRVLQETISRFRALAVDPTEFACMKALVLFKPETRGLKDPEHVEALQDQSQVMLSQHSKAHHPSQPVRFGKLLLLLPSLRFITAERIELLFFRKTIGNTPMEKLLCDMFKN
NR2E3 ag-2 – activates human photoreceptor nuclear receptor NR2E3. Q9Y5X4. GST-NR2E3/biotin-RetCOR TR-FRET, 1536-well. inhibition of corepressor binding, % at 4.78 µM. 320,000 tested, 0.12% active. AID 2300;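 active = percent inhibition above the cutoff of mean plus 3 SD of all tested compounds, set per screening campaign, cut at about 20% in these data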;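 also: 0% = DMSO wells and 100% = biotin wells as full block of FRET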
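System: GST-NR2E3 and biotin-RetCOR proteins; probe or stimulus: 7 nM biotin-RetCOR; doses: compound at 4.8 µM, single dose; schedule: Compound–protein incubation for 5 h at 4 °C; detection: time-resolved FRET; read-out: percent inhibition; controls: biotin wells as high control, 0.6% DMSO wells as low control; format: 1536-well plates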
PDI turbidity – blocks human protein disulfide isomerase activity | P07237 | PDI insulin aggregation turbidity, A650, 90 min | inhibition, % at 10 µM | 350,000 tested, 0.052% active | AID 588391;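 active = mean inhibition across replicates of 30% or more, whatever share of single replicates reach that level; inconclusive = mean inhibition below 30% while every single replicate reaches 30%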;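 also: absorbance from insulin aggregation driven by PDI reduction with DTT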
Target sequence (P07237 whole entry, looked up): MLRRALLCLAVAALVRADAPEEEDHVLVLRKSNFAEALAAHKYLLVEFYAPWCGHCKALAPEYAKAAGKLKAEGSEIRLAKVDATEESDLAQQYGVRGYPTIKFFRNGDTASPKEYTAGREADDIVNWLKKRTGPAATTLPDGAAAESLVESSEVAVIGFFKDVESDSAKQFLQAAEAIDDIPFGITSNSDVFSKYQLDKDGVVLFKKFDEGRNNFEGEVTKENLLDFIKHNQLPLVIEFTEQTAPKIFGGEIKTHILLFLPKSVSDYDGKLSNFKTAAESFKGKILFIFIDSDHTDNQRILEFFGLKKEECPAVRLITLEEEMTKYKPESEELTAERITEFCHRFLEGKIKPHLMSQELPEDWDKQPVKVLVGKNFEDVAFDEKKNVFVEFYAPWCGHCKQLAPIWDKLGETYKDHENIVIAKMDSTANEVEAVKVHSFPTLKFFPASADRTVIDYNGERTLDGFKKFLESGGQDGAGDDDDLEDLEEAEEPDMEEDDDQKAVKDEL
* marks the source's active call; other numbers are inactive results; ? = inconclusive; · = no result given; & = joins results of further samples. No enrichment for hits; overall some 3.5% were active at least once.

SMILES	aDG glyco act	HIF-2a inh	CaV13 ICDI inh	Granule exo inh	Vif inh	TRPM1 prom inh	Peg3 prom inh	hiPSC survival	NR2E3 ag-1	NR2E3 ag-2	PDI turbidity
O=C(OC1CCOC1=O)c1cc(-c2cccc(Br)c2)nc2ccccc12 (stereo unspecified)	-0.1	11	4	0	5	6	9	0.7	-6	1	-3
Cc1cc(C)nc(N2CCN(C(=O)CCC(=O)Nc3nnc(C(C)C)s3)CC2)n1	0.1	-38	-5	-2	3	-7	-15	-0.4	-10	1	1
C[C@@]12CCC=C[C@H]1[C@H](c1ccoc1)N(Cc1ccccc1)C2=O	-0.2	7	-8	-4	7	-7	11	1.2	-9	-4	-8
CN(c1ccc(OCC(=O)N2CCOCC2)cc1)S(=O)(=O)c1ccc(F)cc1	-0.2	11	-6	-2	5	-3	1	-0.1	-1	-2	5
CC(C)[C@H](NC(=O)N1c2ccccc2NC(=O)[C@@H]1C(C)C)C(=O)N[C@H](Cc1ccccc1)C(=O)O	0.0	2	·	-6	1	-5	-3	3.1	2	3	·
CCOc1cccc(/C=N/Nc2nc(N3CCCC3)nc(N3CCCC3)n2)c1O	-0.3	4	-2	5	-2	-9	25	0.4	11	4	0
Cc1cc(C(=O)N/N=C/c2ccc([N+](=O)[O-])cc2)c(C)o1	0.2	-68	-7	-1	4	-16	-49	-0.7	-40	6	-1
S=C(Nc1ccc(Br)cc1Cl)NN1CCOCC1	0.0	-50	-2	-1	-11	-6	-14	-0.3	7	6	3
CC(Oc1ccccc1Cl)C(=O)Nc1ccc(S(=O)(=O)N2CCCC2)cc1 (stereo unspecified)	0.8	8	-5	-8	-14	-11	31	1.3	15	-2	1
O=C(CSc1nnc(Nc2ccccc2F)s1)NC1CCCC1	0.0	-100	-2	2	-2	-15	-92	-0.2	-39	-2	-2
CCC1CCCCN1CCCNC(=O)Cn1ncc2c(C)n(Cc3ccccc3Cl)c(C)c2c1=O (stereo unspecified)	0.0	-27	-4	-3	9	4	-36	0.6	-7	-1	·
O=C(CCCC(=O)N1CCN(c2ccc([N+](=O)[O-])cc2)CC1)c1ccccc1	0.0	-8	-4	?	-10	8	4	0.3	-11	0	-3
CCOc1ccc(S(=O)(=O)N2CCN(C)CC2)c(C)c1C	0.0	10	0	1	7	2	13	1.2	2	-1	10
O=C(Nn1cnc2ccccc2c1=O)c1ccccc1Cl	-0.4	-49	·	1	0	-26	-50	2.4	-25	-6	2
COc1ccccc1COCC(O)CN1CCCCC1CO (stereo unspecified)	-0.1	17	-12	5	·	-18	-7	-0.3	-2	-2	4
CCS(=O)(=O)c1nc(S(=O)(=O)c2ccc(Cl)cc2)c(NCCCN2CCCC2=O)s1	0.0	-2	-3	0	11	-23	0	-0.3	14	2	-2
Cc1ccc(C)c(NC(=O)CSc2nnc(-c3ccccc3C)o2)c1	-0.1	-39	-4	-5	-1	-7	-41	6.4	9	2	-4
COCCCN1C(=O)C(=O)/C(=C(/O)c2ccc(OC)cc2)C12C(=O)N(C)c1ccccc12 (stereo unspecified)	-0.2	7	-2	-3	2	-7	7	0.7	-34	18	·
Cc1cc(Br)cn2c(Cc3ccccc3)c(-c3ccc(Cl)cc3)nc12	-0.2	-4	-5	8	·	·	·	-0.2	5	·	·
O=C(C1CC1)N(CCc1ccccc1)Cc1nc2ccccc2c(=O)[nH]1	0.1	9	1	0	-7	4	18	2.0	6	0	-9
CCC(=O)Nc1cccc(-c2nnc(SCC(=O)NCc3ccco3)n2C)c1	-0.1	4	-6	2	9	7	14	0.4	-14	1	-5
CCN(CC)c1ccc(/C=N/NC(=O)CNC(=O)/C=C/c2ccco2)cc1	0.0	-16	-5	-6	-3	3	-24	-0.4	28	0	0
O=c1[nH]c(-c2ccco2)nc2sc3c(c12)CCCC3	0.0	-236	-9	-5	3	-58	-315	-2.5	-117	-2	3
Cc1ccc(CCNC(=O)C(C)n2nc(C)c3c(C)n(-c4ccccc4)nc3c2=O)cc1 (stereo unspecified)	-0.1	23	-7	-7	0	4	-3	0.5	-4	-1	3
O=C(NCCS(=O)(=O)N1CCCCC1)c1ccc2c(c1)OCO2	-0.2	-8	-6	-6	10	-2	-9	-0.6	7	-2	1
New compounds follow
SMILES	aDG glyco act	HIF-2a inh	CaV13 ICDI inh	Granule exo inh	Vif inh	TRPM1 prom inh	Peg3 prom inh	hiPSC survival	NR2E3 ag-1	NR2E3 ag-2	PDI turbidity
CCN(C[C@H]1N[C@@](C)(C(=O)OC)[C@H]2C(=O)N(C)C(=O)[C@@H]12)S(=O)(=O)c1ccc(OC(F)(F)F)cc1	0.1	-7	-4	0	3	-4	-13	11	-14	·	7
COc1ccc(Oc2cn[nH]c2-c2ccc(OCC(=O)NN)cc2O)cc1	-0.2	21	-2	3	-6	1	6	0.0	-12	-3	6
COc1ccccc1NC(=O)C(C)OC(=O)c1cccc(-n2cnnn2)c1 (stereo unspecified)	1.1	6	-4	-2	5	1	17	0.3	-20	-1	-6
Cc1onc(-c2c(F)cccc2Cl)c1C(=O)O/N=C(\N)c1ccc([N+](=O)[O-])o1	1.2	-24	-7	18	-7	25	5	-0.4	-5	3	-4
COc1cc([C@@H]2[C@H]3CN(C)CC=C3C(C#N)=C(N)C2(C#N)C#N)cc2c1OCO2	0.1&2.2	11&5	-9	-7&1	12	7&-13	0&19	-2.8&-1.4	31&-16	2	4&3
Cc1cc(C(=O)N2CCC2(C)C(=O)NS(=O)(=O)c2ccc(F)cc2F)nn1C (stereo unspecified)	-0.1	9	-5	-6	19	·	0	-0.1	-5	·	0
O=[N+]([O-])c1cccc(-c2cn(-c3ccccc3)c(=S)[nH]2)c1	-0.4	-69	-6	2	2	-1	-145	1.4	-52	5	-10
O=C(Nc1ccc2c(c1)OCO2)c1cc2ncc(Br)cn2n1	0.2	-83	-7	0	3	-28	-75	-2.8	-6	·	-5
Cc1ccc(-c2nnc(-c3ccccc3)o2)cc1Br	-0.1	-226	-4	-2	25	-35	-256	-0.1	-72	-2	-6
CCn1nc(C)c(/C=N/NC(=O)Cn2cncn2)c1C	-0.1	18	-5	1	-1	·	10	0.6	3	-1	-3
CCCCN(C(=O)CSc1nnnn1C)C1CCS(=O)(=O)C1 (stereo unspecified)	-0.3	9	-20	-2	-15	-3	-5	-0.2	-17	3	2
COc1ccc(NS(=O)(=O)c2cccc(C(=O)NNC(=O)NCCCl)c2)cc1	-0.3	9	-4	1	2	-1	13	0.5	-14	0	10
CC(=O)c1ccc(NC(=O)CCc2nnc3ccc(NCc4ccco4)nn23)cc1	0.2	-166	-6	-15	-6	-36	-193	-0.4	-40	-3	11
Cc1c(C(=O)NCCSCc2ccc(F)cc2)cnn1-c1ccc(Cl)cc1	0.2	20	-5	-8	-9	-7	11	3.8	-10	-3	2
O=C(NCc1ccco1)C(NS(=O)(=O)c1cccc2nsnc12)c1ccccc1 (stereo unspecified)	-0.1	14	·	-2	3	-1	3	5.4	11	-2	6
CCOC(=O)/C(C#N)=C/c1ccc(N2CCN(Cc3ccccc3)CC2)cc1	0.5	-74	-4	1	-1	-24	-45	2.6	8	-2	4
O=C(CCc1nnc(Cc2cccc(C(F)(F)F)c2)o1)NC1CC1	-0.3	-17	2	-2	4	0	-21	1.4	0	2	6
COC(=O)C1=C(C)Nc2nc(-c3ccccc3)nn2C1c1ccc(C)o1 (stereo unspecified)	-0.1	-105	-2	0	0	-17	-37	2.2	-44	4	·
Cc1ccnc(NC(=O)Cn2c(=O)oc3ccccc32)c1	0.2	-92	·	0	·	-5	-17	-0.2	-36	-3	3
Cc1nn(-c2ncc(C(F)(F)F)cc2Cl)c(=O)n1-c1ccc(F)cc1	0.1	11	-3	2	3	-5	-6	-0.1	-26	-2	-3
Cc1nn(Cc2cccc(C(=O)O)c2)c(C)c1[N+](=O)[O-]	0.0	9	-2	1	-2	12	5	-0.7	-31	2	-1
O=C(N/N=C1\CCCc2oc(C(=O)O)cc21)c1ccccc1	-0.4	-1	-3	1	0	-16	2	1.9	-91	-3	10
CCC(NC(=O)c1ccccc1NC(=O)c1ccccc1)C(=O)NNC(=O)CSc1nc2ccccc2o1 (stereo unspecified)	0.2	-18	5	-8	-4	4	-1	0.0	-34	4	-3
Cc1cccc(NC(=O)CSc2nnc(CSc3nc(C)cc(C)n3)o2)c1	0.1	-1	-4	-1	-3	4	5	-2.5	-19	1	2
O=S(=O)(Nc1nc2ccccc2nc1Cl)c1ccc(Br)cc1	-0.1	-3	-18	-1	-26	23	17	-0.8	-3	6	-1
New compounds follow:
SMILES	aDG glyco act	HIF-2a inh	CaV13 ICDI inh	Granule exo inh	Vif inh	TRPM1 prom inh	Peg3 prom inh	hiPSC survival	NR2E3 ag-1	NR2E3 ag-2	PDI turbidity
CC1SC(C)C(=O)N(CC(=O)Nc2ccc3c(c2)OCO3)C1=O (stereo unspecified)	0.1	-18	3	-2	-6	-18	-3	-0.5	-32	0	2
Cc1cc(=O)oc2cc(OCc3ccc(C(=O)N4CCN(c5ccccc5)CC4)cc3)ccc12	0.6	-21	-5	0	-4	-9	-17	-0.8	-8	2	-1
CC(C)OCCCn1c(=NC(=O)c2cccs2)c(C#N)cc2c(=O)n3ccccc3nc21	-0.2	-2	15	-4	-7	·	14	-0.2	-11	2	-2
CCC(CC)CN1CCC(CN2C(=O)C(=O)NC[C@@H]2CC(C)C)CC1	-0.1	2	-3	3	·	·	11	4.2	-1	·	·
COc1ccc(CC(NC(C)=O)C(=O)NC2CCN(c3ncccc3[N+](=O)[O-])CC2)cc1 (stereo unspecified)	0.6	1	-2	1	-12	-10	4	4.3	7	2	0
O=C(Cc1ccc(F)cc1)NC1CCCCCC1	0.1	-38	-4	-14	-3	-12	-14	-0.6	-24	1	-1
COCc1ccc(-c2c(-c3cccc(OC)c3)sc3ccc(OC)cc23)cc1	0.1	-12	-10	13	·	7	13	0.9	-15	8	-1
CCn1c(-c2cc(-c3cc(C)ccc3C)nc3ccccc23)n[nH]c1=S	-0.1	19	-6	-2	-12	0	7	-0.9	-13	-2	0
CC(=O)c1ccc(N(C(=O)Cn2nnc3ccccc32)C(C(=O)NCc2ccccc2)c2ccccn2)cc1 (stereo unspecified)	-0.3	-154	·	1	9	-37	-124	-2.4	-84	-4	-4
CC(C)(C)c1cc(NC(=O)CCl)n(-c2ccccc2)n1	0.2	4	-5	-3	-2	55	-3	-0.1	-12	0	7
Cc1ccc(C(=O)N(CN2CCCC2=O)c2ccc(F)cc2)cc1C	0.1	-31	-4	-2	-2	-10	-15	1.3	6	3	9
C(=N\Nc1nc(N2CCCCCC2)nc(N2CCCCCC2)n1)/c1ccccc1	-0.1	22	-4	3	-5	-29	26	-2.3	23	0	-2

Source: PubChem (several laboratories)
